OXTR agonist – activates the human oxytocin receptor | P30559 | CHO-OTR cells, Fluo-8 calcium fluorescence; normalized: DMSO 0%, oxytocin 100% | activation, % at 3 µM | 320,000 tested, 0.32% active | AID 2435;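 active means activation above the mean of all tested compounds plus 3 SD, cutoff set per screening run, cut at about 20% in these data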;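 further: peak over basal fluorescence ratio from a 100 s FLIPR kinetic read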
MEKK3 PB1 HTS – MEKK3-MEK5 PB1 interaction, increase or decrease; Q99759; bead-based flow cytometry, Alexa488-MEK5 binding to MEKK3; actives lie on both sides; 0 = blocked by unlabeled MEK5, 100 = vehicle; binding response (% of control), % at 10 µM; 290,000 tested, 1.4% active;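 active means binding response more than 3 SD above or below the average of its plate-row segment, actives on both sides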;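 further: Alexa488 bead fluorescence after subtracting the streptavidin-only scavenger bead signal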
Target sequence (Q99759 whole entry, looked up): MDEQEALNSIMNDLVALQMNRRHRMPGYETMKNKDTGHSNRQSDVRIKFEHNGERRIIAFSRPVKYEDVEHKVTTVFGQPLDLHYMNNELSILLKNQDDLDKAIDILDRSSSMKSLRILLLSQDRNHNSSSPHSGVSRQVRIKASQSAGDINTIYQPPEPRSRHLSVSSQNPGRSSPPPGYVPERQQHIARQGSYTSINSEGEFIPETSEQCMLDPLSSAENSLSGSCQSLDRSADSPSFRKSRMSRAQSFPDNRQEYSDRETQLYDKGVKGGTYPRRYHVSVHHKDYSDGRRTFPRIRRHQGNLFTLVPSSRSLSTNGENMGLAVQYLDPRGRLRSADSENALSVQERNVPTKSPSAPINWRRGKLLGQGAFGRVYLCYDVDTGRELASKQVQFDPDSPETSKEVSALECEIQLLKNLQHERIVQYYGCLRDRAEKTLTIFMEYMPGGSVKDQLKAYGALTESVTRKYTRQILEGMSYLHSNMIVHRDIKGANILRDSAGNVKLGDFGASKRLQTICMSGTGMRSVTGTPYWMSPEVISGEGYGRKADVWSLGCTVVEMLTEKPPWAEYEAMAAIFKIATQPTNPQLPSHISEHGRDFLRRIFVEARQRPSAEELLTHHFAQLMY
PHOSPHO1 inh – inhibitors of human PHOSPHO1 phosphatase; Q8TCT1; recombinant PHOSPHO1, absorbance phosphatase assay; inhibition, % at 13.3 µM; 290,000 tested, 1.1% active; AID 1565; in the data active means inhibition above about 60%
MEKK2wt PB1 HTS – raises or lowers MEK5 binding to wildtype human MEKK2 PB1 domain | Q9Y2U5 | bead flow cytometry, Alexa488-MEK5 binding to MEKK2 WT; actives lie on both sides | binding response (% of control), % at 10 µM | 290,000 tested, 1.1% active; in the data active means binding response below about 67% or above about 130%
GPR7 antag – antagonists of human GPR7 (neuropeptides B/W receptor 1). GPR7-expressing cells, fluorescence antagonist assay. inhibition, % at 4.4 µM. 290,000 tested, 1.1% active. AID 1861; in the data active means inhibition above about 16%, passing the limit was not always enough;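 further: cells stimulated with the agonist NPW; 0% = agonist with vehicle and 100% = vehicle without agonist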
NALP1 yeast inh – NALP1 inhibition; 280,000 tested, 0.61% active; inhibition, % at 10 µM; S. cerevisiae NALP1/ASC/caspase-1 growth, X-gal OD620, 72 h; in the data active means inhibition mostly above about 24%, no sharp cut-off; inactive means mostly below about 32%; further: some compounds called inactive have numbers as strong as hits
MEKK2 mut-MEK5 – signal of MEK5 binding to mutant human MEKK2 PB1 domain. bead flow cytometry, Alexa488-MEK5 binding to MEKK2 mutant. percent response, % at 10 µM. 290,000 tested, 0.35% active. AID 1530; in the data active means percent response above about 24%, passing the limit was not always enough; further: inactives centre near 1; some results filed as inactive read as strong as hits; reference of the scale not given here
V1R ag counter – activates human V1a receptor in oxytocin agonist counter-screen | P37288 | CHO-V1R cells, Fluo-8 calcium fluorescence, agonist mode; 0% DMSO, 100% 3 nM vasopressin | activation, % at 3 µM | 320,000 tested, 0.25% active | AID 2797;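 active means activation above the mean activation of all tested compounds plus 3 SD, per screening run, cut at about 20% in these data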;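 further: signal is peak over basal fluorescence ratio across a 100 second FLIPR read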
GalR3 antag – blocks the human galanin receptor 3 | 360,000 tested, 0.44% active | HEK293 GalR3-CNG cAMP membrane potential fluorescence; galR3 body fused to GalR1 C-terminus | O60755 | AID 651719 | inhibition, % at 3 µM;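 active means inhibition above the screen-wide average plus 3 SD, cut at about 13% in these data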;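 further: forskolin and galanin both at EC90 stimulate the cells; cAMP rise reported by CNG channel membrane potential dye signal; 0% = forskolin plus galanin with DMSO and 100% = forskolin alone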
Target sequence (O60755 1-299 limits assumed): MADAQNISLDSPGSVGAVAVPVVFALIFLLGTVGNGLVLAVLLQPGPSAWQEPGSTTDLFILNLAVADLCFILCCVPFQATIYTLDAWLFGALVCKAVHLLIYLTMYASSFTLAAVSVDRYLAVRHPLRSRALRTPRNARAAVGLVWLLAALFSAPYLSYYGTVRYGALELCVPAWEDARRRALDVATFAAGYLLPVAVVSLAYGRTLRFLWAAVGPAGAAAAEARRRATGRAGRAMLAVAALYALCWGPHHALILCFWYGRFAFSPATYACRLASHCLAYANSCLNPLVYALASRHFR
Active calls of the source: *; . = not tested or not shown. Compounds as they come. Share with any hit: about 5.4%.

SMILES	OXTR agonist	MEKK3 PB1 HTS	PHOSPHO1 inh	MEKK2wt PB1 HTS	GPR7 antag	NALP1 yeast inh	MEKK2 mut-MEK5	V1R ag counter	GalR3 antag
Cc1ccc(S(=O)(=O)NC(C)C(=O)NC(C)c2cccs2)cc1 (configuration not stated)	0.1	100	32	99	-12	9	-1	0.7	-4
COc1cc(C)c(CNC2CCCCC2)cc1C	1.0	96	40	97	-9	-1	-4	0.6	1
CCC(Cc1ccccc1)NC(=O)C1CC1 (configuration not stated)	.	101	-1	102	-6	13	4	.	-4
COc1ccc(C(=O)NCCC(=O)N2CCC3(CC2)NCCc2[nH]cnc23)cc1	-0.8	102	28	101	-9	-2	3	-0.3	-4
CCOC(=O)C1=C(C)N(C)C(=O)NC1c1cccc2ccccc12 (configuration not stated)	-0.5	104	40	102	-14	11	1	0.2	-13
CC1CCCCN1S(=O)(=O)c1ccc(S(=O)(=O)N(Cc2ccccc2)Cc2ccco2)cc1 (configuration not stated)	2.3	99	2	101	1	7	4	1.8	13*
COC(=O)Cc1ccc(NC(=S)NCC(C)C)cc1	-0.4	119	6	110	6	0	0	-0.3	-2
COc1cccc(C2C([N+](=O)[O-])=C(N)Oc3cc(C)oc(=O)c32)c1 (configuration not stated)	-0.4	106	56	104	-10	.	4	0.9	0
CC1CC(NC(=O)c2ncn[nH]2)CC(C)(C)C1 (configuration not stated)	-0.2	101	43	103	14	17	5	0.3	-4
COC(=O)Cn1c(=O)c2c(nc(Br)n2Cc2ccccc2Cl)n(C)c1=O	0.0	88	28	88	-12	-7	0	0.3	-3
Cc1ccccc1S(=O)Cc1ccc(C(=O)NCCCN2CCCCC2)o1 (configuration not stated)	0.5	101	15	101	-1	-2	3	-0.8	-8
O=C(CCOc1ccccc1)Nc1ccc([N+](=O)[O-])cc1	-2.0	91	44	93	5	2	-2	1.9	-2
COc1ccc(NC(=O)c2ccc(-n3cnnn3)cc2)c([N+](=O)[O-])c1	0.0	105	28	108	3	21	3	0.5	-9
CC(C)NS(=O)(=O)c1ccc(OCC(=O)NCC2CCCO2)c(Cl)c1 (configuration not stated)	1.4	101	12	103	-1	42	3	1.2	.
Cc1ccc(N(CC(O)Cn2nc(C)cc2C)S(=O)(=O)c2ccc3ccccc3c2)cc1 (configuration not stated)	-1.6	97	-10	98	-11	4	0	-0.3	-7
COc1ccccc1CNC(=O)C1CCN(c2nc3ccccc3o2)CC1	0.5	102	24	103	10	-2	4	2.0	-8
COc1cccc(NC(=O)N2CCN(c3nnnn3-c3ccccc3)CC2)c1	0.0	98	-12	103	-11	4	-5	-0.1	-4
Cc1cccc(CNc2ccc(C(CC(N)=O)NC(=O)Cc3cccc4ccccc34)cc2[N+](=O)[O-])c1 (configuration not stated)	4.0	89	2	98	.	.	-2	-0.3	4
Cc1ccc(CNC(=O)COC(=O)c2ccc(Cl)c(N)c2)cc1	-0.3	120	9	106	-5	.	1	1.4	-4
O=c1c2ccccc2c(-c2ccccc2)nn1Cc1ccccc1	-1.8	134*	22	105	-10	26	1	-0.9	1
CCOc1ccc(S(=O)(=O)NCc2ccco2)cc1	0.9	95	21	103	4	13	0	-0.2	-2
O=C(O)CCCN1C(=O)C2C3C=CC(C2C1=O)C1C(=O)N(CCCC(=O)O)C(=O)C31 (configuration not stated)	-0.2	109	24	113	-10	7	7	0.1	-6
CCN(CC)C(=O)CSc1nc2cc3c(cc2c(=O)n1CCCC(=O)NCc1ccc(OC)cc1)OCO3	-1.9	105	-10	104	-11	13	8	-1.2	-3
COC(=O)c1c(C)noc1-c1snnc1C	0.9	102	37	102	-6	6	-4	-0.4	-5
Cc1sc(NC(=O)c2ccccc2)c(C#N)c1-c1ccccc1	-0.8	102	-22	96	-17	22	-2	1.9	-8
COc1ccc(N(CC(=O)NC(C)c2ccccc2)S(=O)(=O)c2ccc(C)cc2)cc1 (configuration not stated)	-2.0	99	28	102	-13	-18	6	-1.1	-7
O=C(C(c1ccccc1)c1ccccc1)N1CCC(c2nc(-c3ccccc3Cl)no2)CC1	1.8	105	.	106	-14	.	2	3.5	-2
COc1ccc(/C=c2/sc3n(c2=O)C(c2ccccc2OC)C2=C(N=3)c3ccccc3CC2)cc1O (configuration not stated)	1.4	97	17	76	1	-1	-5	2.7	-1
O=C(NC12CC3CC(CC(C3)C1)C2)c1ccc(N2CCNCC2)c([N+](=O)[O-])c1	2.9	89	12	102	4	8	-2	1.0	-1
CCCc1ccc2oc(C(=O)N3CCN(c4cnccn4)CC3)c(C)c2c1	-1.0	101	3	100	-16	14	1	1.5	-3
O=C(Nc1ccc(S(=O)(=O)NCc2ccco2)cc1)c1cccc(F)c1	2.1	101	26	102	5	5	2	2.9	-7
COc1ccc(/C=C(\C#N)C(=O)OCC(=O)Nc2c(C)cccc2C)cc1	0.1	102	2	108	0	25	0	0.8	-5
O=C(NCc1ccc(F)cc1)C1CCCN(C(=O)Nc2ccccc2)C1 (configuration not stated)	-0.6	100	9	102	3	0	1	0.1	-4
COc1cccc(C2c3c(C)nn(-c4ccc([N+](=O)[O-])cc4)c3N=C3C(=O)Nc4ccccc4N32)c1 (configuration not stated)	-2.1	105	15	87	16	30*	-7	-1.4	-2
O=[N+]([O-])c1ccc2nc(N3CCCC3)sc2c1	5.6	94	20	98	-8	18	-1	5.3	-10
Cc1cc2cc3c(cc2nc1SCC(=O)OC(C)C)OCO3	.	.	21	.	-7	-13	.	.	-7
CNC(=O)c1c(NC(NC(=O)c2ccco2)C(=O)c2ccc(Cl)cc2)sc2c1CCCC2 (configuration not stated)	0.3	98	24	94	-8	5	0	-0.7	-1
CN(C)c1ccc(/C=N/NC(=O)c2nnn(-c3nonc3N)c2CN(C)c2ccccc2)cc1	2.4	93	20	95	6	45	-13	2.2	-7
O=C(CCC1CCCC1)N=C1SC2CS(=O)(=O)CC2N1c1ccccc1F (configuration not stated)	1.1	99	13	97	-2	-7	1	0.7	-5
COc1cccc(NC(=O)c2ccccc2N(Cc2ccccc2)S(C)(=O)=O)c1	1.0	110	44	112	-15	9	5	1.2	-10
COc1cc2c(cc1OC)C(c1ccccc1)N(C(=O)c1ccco1)CC2 (configuration not stated)	-0.5	103	-11	104	.	-18	2	-1.1	-4
CCOC(=O)C1CCN(c2cc(=O)n(-c3ccc(OC)cc3)c(=O)[nH]2)CC1	0.7	101	26	99	-2	25	13	0.5	1
CC1Cn2c(nc3c2c(=O)[nH]c(=O)n3C)O1 (configuration not stated)	0.9	98	19	101	-2	19	0	0.2	8
Cc1ccccc1NC(=O)c1cc(S(=O)(=O)N2CCOCC2)ccc1F	-0.4	100	3	98	4	-4	11	-0.1	14*
CCn1c(Cc2ccccc2)nnc1SCC(=O)Nc1nc(C)cs1	-0.5	56	-16	69	-1	4	8	0.0	-2
Cc1cc(N2CCN(C(=O)c3ccco3)CC2)n2nc(C)nc2n1	0.3	113	-9	99	-4	24	-3	-0.1	-1
NC(N)=Nc1nc2cc([N+](=O)[O-])ccc2o1	0.6	105	45	103	-5	-5	-5	0.1	-7
COC(=O)c1ccc(/C=N/NC(=O)CC(=O)NCC(C)C)cc1	0.3	104	-22	105	-12	18	8	-0.1	-2
N#CCSc1ncnc2c1cnn2CCO	1.2	102	-18	105	-13	13	7	-0.1	-2
Clc1ccc(Cl)c2sc(N3CCCC3)nc12	-2.1	109	15	113	1	-18	4	-0.5	3

Rewritten with bars between the fields: twelve of the compounds above.
mol | OXTR agonist | MEKK3 PB1 HTS | PHOSPHO1 inh | MEKK2wt PB1 HTS | GPR7 antag | NALP1 yeast inh | MEKK2 mut-MEK5 | V1R ag counter | GalR3 antag
Cc1ccc(S(=O)(=O)NC(C)C(=O)NC(C)c2cccs2)cc1 (configuration not stated) | 0.1 | 100 | 32 | 99 | -12 | 9 | -1 | 0.7 | -4
COc1cc(C)c(CNC2CCCCC2)cc1C | 1.0 | 96 | 40 | 97 | -9 | -1 | -4 | 0.6 | 1
CCC(Cc1ccccc1)NC(=O)C1CC1 (configuration not stated) | . | 101 | -1 | 102 | -6 | 13 | 4 | . | -4
COc1ccc(C(=O)NCCC(=O)N2CCC3(CC2)NCCc2[nH]cnc23)cc1 | -0.8 | 102 | 28 | 101 | -9 | -2 | 3 | -0.3 | -4
CCOC(=O)C1=C(C)N(C)C(=O)NC1c1cccc2ccccc12 (configuration not stated) | -0.5 | 104 | 40 | 102 | -14 | 11 | 1 | 0.2 | -13
CC1CCCCN1S(=O)(=O)c1ccc(S(=O)(=O)N(Cc2ccccc2)Cc2ccco2)cc1 (configuration not stated) | 2.3 | 99 | 2 | 101 | 1 | 7 | 4 | 1.8 | 13*
COC(=O)Cc1ccc(NC(=S)NCC(C)C)cc1 | -0.4 | 119 | 6 | 110 | 6 | 0 | 0 | -0.3 | -2
COc1cccc(C2C([N+](=O)[O-])=C(N)Oc3cc(C)oc(=O)c32)c1 (configuration not stated) | -0.4 | 106 | 56 | 104 | -10 | . | 4 | 0.9 | 0
CC1CC(NC(=O)c2ncn[nH]2)CC(C)(C)C1 (configuration not stated) | -0.2 | 101 | 43 | 103 | 14 | 17 | 5 | 0.3 | -4
COC(=O)Cn1c(=O)c2c(nc(Br)n2Cc2ccccc2Cl)n(C)c1=O | 0.0 | 88 | 28 | 88 | -12 | -7 | 0 | 0.3 | -3
Cc1ccccc1S(=O)Cc1ccc(C(=O)NCCCN2CCCCC2)o1 (configuration not stated) | 0.5 | 101 | 15 | 101 | -1 | -2 | 3 | -0.8 | -8
O=C(CCOc1ccccc1)Nc1ccc([N+](=O)[O-])cc1 | -2.0 | 91 | 44 | 93 | 5 | 2 | -2 | 1.9 | -2

Following part
SMILES	OXTR agonist	MEKK3 PB1 HTS	PHOSPHO1 inh	MEKK2wt PB1 HTS	GPR7 antag	NALP1 yeast inh	MEKK2 mut-MEK5	V1R ag counter	GalR3 antag
Cc1nnc2ccc(-c3ccc(NS(C)(=O)=O)cc3)nn12	-0.8	99	11	98	-10	-11	-2	0.7	-4
COc1cccc(/C=N/NC(=O)CCNc2n[nH]c(=O)[nH]c2=O)c1OC	0.3	85	38	84	-10	3	-11	0.5	4
O=c1[nH]c(CN2CCN(S(=O)(=O)c3cccs3)CC2)nc2c(Br)cc(Br)cc12	1.8	98	24	89	-9	20	-3	1.0	-2
O=C(CN1C(=O)NC2(CCc3ccccc3C2)C1=O)Nc1ccc(Cl)cc1F (configuration not stated)	0.6	119	-6	108	-10	-1	2	3.3	5
O=C(O)CCC(=O)NNc1ncnc2ccccc12	-0.1	100	46	101	2	21	5	0.4	-5
Cc1ccc(C(=O)N/C(=C\c2ccco2)C(=O)N2CCCCC2)cc1	0.3	100	30	96	4	8	-1	1.0	-8
COc1ccccc1CNC(=O)C(C)NS(=O)(=O)c1ccc(C)cc1 (configuration not stated)	-0.4	99	17	100	-16	-3	7	0.6	-3
Clc1ccccc1C1Nc2cccc3cccc(c23)N1	-0.1	99	13	102	1	20	4	0.4	-8
Cc1nc(N2CCOCC2)[nH]c(=O)c1C	0.3	96	-10	85	-2	-2	-11	-0.7	-4

High-throughput results (PubChem)
